MT1-MMP txn act – activates MT1-MMP transcription; HT1080 MT1-MMP promoter luciferase reporter, luminescence, overnight; active compounds read high; activation factor at 10 µM; 86,000 compounds, 0.16% hits; AID 750;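 active = activation factor of at least 2 for MT1-MMP transcription at 10 µM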
* = called active by the depositor.

SMILES | MT1-MMP txn act
C[C@]12C=CC(=O)C=C1CC[C@@H]1[C@@H]2[C@@H](O)C[C@@]2(C)[C@H]1CC[C@]2(O)C(=O)COC(=O)CCC(=O)O | 1.1
Nc1nc2c(ncn2COC(CO)CO)c(=O)[nH]1 | 1
CCCCCNC(CC(=O)Nc1ccc(OC)cc1)C(=O)O (configuration not stated) | 1.1
O=C(CCC1CC(=O)Nc2ccccc21)NCc1cccnc1 (configuration not stated) | 1.2
COc1ccc(OC)c(CNC(=O)CCc2nc(-c3cccs3)no2)c1 | 1.1
NC(=O)CSc1nnc(Cn2c(=O)sc3ccccc32)n1-c1ccccc1 | 0.9
COC(=O)[C@@]1(Cc2ccc(OC)cc2)[C@H]2c3cc(C(=O)N(C)C)n(Cc4ccccc4)c3C[C@H]2CN1C(=O)c1ccccc1 | 1.2
Cc1cccc(-n2ncc3c(N4CCC5(CC4)OCCO5)ncnc32)c1 | 1.7
COC(=O)CNC(=O)C1(C)C=CC2(CCCCC2)N1C(=O)OC (configuration not stated) | 1
Cc1cn([C@H]2C=C[C@@H](CO)O2)c(=O)[nH]c1=O | 1.1
NC(=O)OCC(COC(N)=O)c1ccccc1 | 1.1
CC(C)Cn1c(N)c(C(=O)COC(=O)c2cc(-c3ccccc3)nc3ccccc23)c(=O)n(C)c1=O | 1.1
c1cc(-c2nc3ccccc3o2)nc(-c2nc3ccccc3o2)c1 | 0.8
COCCNC(=O)[C@H]1C[C@@H]1[C@H](NP(=O)(c1ccccc1)c1ccccc1)c1ccccc1 | 1.2
CCc1ccc(NC(=O)CS(=O)CC(=O)NC(C)CCc2ccco2)cc1 (configuration not stated) | 1
CCC(=O)c1ccc(O)cc1 | 1.1
Cc1cc(NC(=O)CN2CCN(Cc3ccccc3)CC2)nc2c1c(=O)oc1ccccc12 | 1.1
Cn1c(=O)n(CCc2ccccc2)c(=O)c2c1nc1n2CCCN1c1ccc(F)cc1 | 1
CCCC/C=C/C(NC(=O)Oc1cccc(C(F)(F)F)c1)c1ccccc1 (configuration not stated) | 1.2
CC(=O)Nc1ccc(S(=O)(=O)NCC2CCC(C(=O)NC3CCCCCC3)CC2)cc1 (configuration not stated) | 1.2
Cc1ccc(Nc2cc(C)nc3nc(C)nn23)cc1 | 1.1
CC(C)CC(=O)Nc1c2c(nn1-c1ccc(F)cc1)CSC2 | 1.2
CCOC(=O)c1sc2nc(SCC(=O)NCc3ccco3)n(Cc3ccccc3)c(=O)c2c1C | 1.1
COCCn1c(=O)[nH]c2cc(C(=O)N3CCN(Cc4ccc5c(c4)OCO5)CC3)ccc2c1=O | 1
OCCN1CCN(CCCN2c3ccccc3Sc3ccc(C(F)(F)F)cc32)CC1 | 0.1

Additional records:
SMILES | MT1-MMP txn act
CC1(C)CC(=O)C(C=NCC2CCN(C(=O)Nc3ccccc3)CC2)=C(O)C1 | 1.1
Fc1cccc(Nc2ncnc3c2cnn3-c2ccccc2)c1 | 1.3
Cc1nnc(NC(=O)C2CCCO2)s1 (configuration not stated) | 1.1
O=C(CCCCn1c(=O)[nH]c2ccccc2c1=O)NC1CCN(Cc2ccccc2)CC1 | 1.1
O=C1c2oc3ccc(F)cc3c(=O)c2C(c2cccc(O)c2)N1CCCN1CCOCC1 (configuration not stated) | 1
CCOC(=O)c1nn(-c2ccc(OC)cc2)c(=O)c2c(NC(=O)c3ccco3)scc12 | 1.4
COC(=O)[C@@]1(Cc2ccc(OC)cc2)[C@H]2c3cc(C(=O)N(C)C)[nH]c3C[C@H]2CN1C(=O)c1ccccc1 | 1.1
NC(=O)c1cnccn1 | 1.2
CCCCCNC(=O)c1c(N)n(/N=C/c2ccco2)c2nc3ccccc3nc12 | 1.2
CC1=C(C(=O)OCc2ccccc2)C(c2cccc(Cl)c2Cl)NC(=O)N1CCCCCC(=O)O (configuration not stated) | 1.1
CCOC(=O)c1c(C)oc2c1c(/C=N/c1ccccn1)c(O)c1ccccc12 | 1.4
CCCCC(=O)O[C@]1(C(=O)CO)CC[C@H]2[C@@H]3CCC4=CC(=O)CC[C@]4(C)[C@H]3[C@@H](O)C[C@@]21C | 1.2
O=C(Nc1ccc(F)cc1F)NC1CC(=O)N(Cc2ccccc2)C1 (configuration not stated) | 1.2
O=C(COc1ccc(Cl)cc1)Nc1nc(-c2cccs2)cs1 | 1.1
CCOc1cc2[nH]c(=O)n(CC3CCC(C(=O)NCCC(C)C)CC3)c(=O)c2cc1OCC (configuration not stated) | 1.1
CC(C)c1cccc2nc3c(c(C(C)(C)C)c12)Cn1c-3cccc1=O | 1.1
COC(=O)c1cc(=O)[nH]c(SCc2cccc(C)c2)n1 | 1.1
Cc1ccc(NC(=O)c2cnc3scc(C)n3c2=O)c(C)c1 | 1.9
COC(=O)N1CC=CC1(C)C(=O)NCc1cc(F)cc(C(F)(F)F)c1 (configuration not stated) | 1.2
COC(=O)[C@@]1(Cc2ccc(F)cc2)[C@H]2c3cc(C(=O)N(C)C)n(Cc4c(CO)[nH]cc(C)c4=O)c3C[C@H]2CN1C(=O)c1ccccc1 | 1.2
Cn1c(Cn2c(=O)sc3ccccc32)nnc1SCC(=O)N1CCCC1 | 1.1
COc1ccccc1-c1ccc(NC2CCCCC2)nn1 | 1.7
CNC(=O)[C@@H]1C[C@H]1[C@@H](NC(=O)CNC(=O)OCc1ccccc1)c1ccccc1 | 1.1
COc1ccc(C2c3c(oc4ccccc4c3=O)C(=O)N2CCN2CCOCC2)cc1OC (configuration not stated) | 1.2
COC(=O)[C@@]1(Cc2ccccc2)[C@H]2c3cc(C(=O)N(C)C)n(C[C@H](O)CO)c3C[C@H]2CN1C(=O)c1ccccc1 | 1.1

More structures
SMILES | MT1-MMP txn act
Clc1ccc(C2[C@H]3CN(CC4CCCCC4)[C@H](c4ccccc4)C34CC2(c2cccnc2)C4)cn1 (some centres not stated) | 1.1
Cc1ccc(CNC(=O)[C@H](C)[C@H]2C[C@]2(C)[C@H](NC(=O)OCc2ccccc2)c2ccccc2)c(F)c1F | 1.2
Cc1ccc(S(=O)(=O)n2nc(OC(=O)c3ccco3)cc2N)cc1 | 1
CCCC[C@@H]1C[C@H]1C(NC(=O)c1cccs1)c1ccc(Cl)cc1 (some centres not stated) | 1.2
COC(=O)c1cc(Nc2ncnc3c2cnn3-c2ccccc2)cc(C(=O)OC)c1 | 1.1
Cc1cccc(C)c1NC(=O)CS(=O)CC(=O)NC1CCCc2ccccc21 (configuration not stated) | 1
CCCCC(=O)O[C@H]1CC[C@H]2[C@@H]3CCc4cc(O)ccc4[C@H]3CC[C@]12C | 0.8
CNC1=C(Cl)C(=O)c2ccncc2C1=O | 1.1
c1ccc(CN2CCC(N3CCN(Cc4ccc5c(c4)OCO5)CC3)CC2)cc1 | 1.1
Cn1c(C(=O)NCCN2CCN(Cc3ccccc3)CC2)cc2c(=O)n(C)c3ccccc3c21 | 1
COc1ccccc1C(=O)Nc1nnc(-c2ccc(Cl)cc2)o1 | 1.1
Clc1ccc2c(c1)[C@H]1OCC[C@H]1[C@@H](c1ccco1)N2 | 1.4
COC(=O)[C@@]1(Cc2ccccc2)[C@H]2c3cc(C(=O)N(C)C)n(Cc4cc(C)n(C)n4)c3C[C@H]2CN1C(=O)c1ccccc1 | 1
CC1CCc2c(sc3nc(SCc4nc(-c5ccccc5)no4)n(C)c(=O)c23)C1 (configuration not stated) | 1.1
Fc1cc(Br)ccc1Nc1nc2ccccc2n2nnnc12 | 1.2
CCn1cc(C2=NC(c3ccccc3)CO2)c2ccccc21 (configuration not stated) | 1.2
Cc1nc2sccn2c(=O)c1CCN1CCC(=C(c2ccccc2)c2ccc(F)cc2)CC1 | 1.1
COC(=O)[C@@H]1C[C@H]1[C@@H](NS(=O)(=O)c1ccccc1)c1ccccc1 | 1.3
CCOC(=O)C1=C(C)N(CCCC(=O)O)C(=O)NC1c1cccc(OC)c1 (configuration not stated) | 1.1
Cc1cc(NC(=O)CSCCc2ccncc2)no1 | 1.1
Cc1ccc(-n2ncc3c(NCc4cccnc4)ncnc32)c(C)c1 | 1.1
C[C@@H](C(=O)Nc1ccc2ccccc2c1)[C@H]1C[C@]1(C)[C@H](NS(=O)(=O)c1ccccc1)c1ccccc1 | 1.2
COCCNC(=O)C1(CC(C)C)C=CCN1C(=O)OC (configuration not stated) | 1.3
CCOC(=O)C1=C(C)N(CCCC(=O)O)C(=O)NC1c1ccccc1OS(=O)(=O)c1ccc([N+](=O)[O-])cc1 (configuration not stated) | 1.1
CC(=O)N1CCCc2cc(S(=O)(=O)N3CCC(C)CC3)ccc21 | 1.2

Remaining list, next part.
SMILES | MT1-MMP txn act
Cc1ccc(Cl)c(Nc2ccccc2C(=O)O)c1Cl | 1.3
COC(=O)C1CCCN1C(C(=O)NC1CCCCC1)c1ccc(Cl)cc1 (configuration not stated) | 1.1
COc1ccc(C2CCCN2C(=O)Nc2ccc(F)cc2)cc1OC (configuration not stated) | 1
COc1ccc(Nc2cc(C)nc3nc(C)nn23)c(OC)c1 | 1.2
COc1ccc(NC(=O)Nc2nnc(N3CCCCC3C)s2)cc1OC (configuration not stated) | 1.1
CC(C)CC1(C(=O)NCc2cc(F)cc(C(F)(F)F)c2)C=CCN1C(=O)c1ccccc1 (configuration not stated) | 1
CCOc1ccc(CCNC(=O)c2nnc(Cc3ccc(F)cc3)o2)cc1OCC | 1.1
O=C(CCn1c(=S)[nH]c2ccccc2c1=O)N1CCN(c2ccccn2)CC1 | 1.2
Cc1cccc(NC(=O)c2cc(NC(=O)C3CCCCC3C(=O)O)ccc2N2CCCCC2)c1 (configuration not stated) | 1.2
CCCCCCN(C(=O)CCCCCN1C(=O)NC(c2ccc3ccccc3c2)C(C(=O)OCc2ccccc2)=C1C)C(C(=O)NCCCC)c1ccc(OCC(=O)OC)c(C(=O)OC)c1 (configuration not stated) | 1
COc1ccccc1CNC(=O)c1nnc(Cc2ccc(Cl)cc2)o1 | 1
CCc1c2c(nc3ccc(N(C)C)cc13)-c1cccc(=O)n1C2 | 1
CCn1c(=O)c2c3c(sc2n2c(SCc4ccc(F)cc4)nnc12)CCCC3 | 1.1
COC(=O)c1cccc(C23CC4(C2)[C@H](CN(C)[C@@H]4c2ccccc2)C3c2ccccc2)c1 (some centres not stated) | 1
COc1ccc2[nH]c(C)c(CN3CCCC(C)C3)c(=O)c2c1 (configuration not stated) | 1.1
c1ccn2c(CNc3ncnc4sccc34)nnc2c1 | 1
C[C@@H](C(=O)Nc1ccc2ccccc2c1)[C@@H]1C[C@@]1(C)[C@@H](NC(=O)c1ccccc1)c1ccccc1 | 1.2
CC(=O)[C@@]1(O)CC[C@H]2[C@@H]3CCC4=CC(=O)CC[C@]4(C)[C@H]3[C@@H](O)C[C@@]21C | 1.2
Cc1nc2cc(-c3cccc(F)c3)nn2c(N2CCOCC2)c1C | 1.4
COC(=O)[C@@]1(Cc2ccc(F)cc2)[C@H]2c3cc(C(=O)N4CCCC4)n(CCc4c[nH]c5ccccc45)c3C[C@H]2CN1C(=O)c1ccccc1 | 1.1
CC1=C(C(=O)OC2CCCCCC2)C(c2ccc(C)o2)C2=C(CCCC2=O)N1 (configuration not stated) | 1.3
CCCCNC(=O)C(c1ccc(OCC(=O)OC)c(C(=O)OC)c1)N(CCc1ccccc1)C(=O)CCCCCN1C(=O)NC(c2ccc(-c3ccccc3)cc2)C(C(=O)OCc2ccccc2)=C1C (configuration not stated) | 1
CCn1cc(S(=O)(=O)CC(=O)Nc2ccc3c(c2)OCO3)c2ccccc21 | 1
CC1CCCC(C)N1C(=O)c1cc(-c2cccs2)on1 (configuration not stated) | 1.6
O=C(NC1CCCCC1)Nn1c(-c2ccccc2)nc2ccccc2c1=O | 1.1

An excerpt of these results, as labelled records:
> CC(C)CC1(C(=O)NCc2cc(F)cc(C(F)(F)F)c2)C=CCN1C(=O)c1ccccc1 (configuration not stated)
  MT1-MMP txn act: 1

> CCOc1ccc(CCNC(=O)c2nnc(Cc3ccc(F)cc3)o2)cc1OCC
  MT1-MMP txn act: 1.1

Next section.
SMILES | MT1-MMP txn act
COCCN1Cc2cccc(C(=O)NC3CCCCCC3)c2C1=O | 1
COc1ccc(NC(=O)C2CCN(S(=O)(=O)c3cccnc3)CC2)cc1Cl | 1.1
COc1cc(C(=O)Nc2cccc(-c3nc4cc(C)ccc4o3)c2)cc(OC)c1OC | 1.3
CC(Cc1ccccc1)C(=O)NCc1ccccn1 (configuration not stated) | 1.1
C/C(=N\O)C1(C)N(O)C(C)(C)C(c2ccco2)=[N+]1[O-] (configuration not stated) | 1.2
CCOc1cc2[nH]c(=O)n(CCCCCC(=O)NCc3ccc4c(c3)OCO4)c(=O)c2cc1OCC | 1
COC(=O)[C@@]1(Cc2ccc(F)cc2)[C@H]2c3cc(C(=O)N(C)C)n(CCc4ccccn4)c3C[C@H]2CN1C(=O)c1ccccc1 | 1.2
CCOC(=O)N1CCC(N2Cc3cccc(C(=O)NCc4ccc(OC)cc4)c3C2=O)CC1 | 1
Cc1ccc2[nH]c(C)c(CN(C)C3CCN(C)CC3)c(=O)c2c1 | 1
CN(CCO)CC(O)Cn1cnc2c1c(=O)n(C)c(=O)n2C (configuration not stated) (tested in a mixture with another compound) | 1

Entries listed so far with a Cl atom:
SMILES | MT1-MMP txn act
CC1=C(C(=O)OCc2ccccc2)C(c2cccc(Cl)c2Cl)NC(=O)N1CCCCCC(=O)O (configuration not stated) | 1.1
O=C(COc1ccc(Cl)cc1)Nc1nc(-c2cccs2)cs1 | 1.1
Clc1ccc(C2[C@H]3CN(CC4CCCCC4)[C@H](c4ccccc4)C34CC2(c2cccnc2)C4)cn1 (some centres not stated) | 1.1
CCCC[C@@H]1C[C@H]1C(NC(=O)c1cccs1)c1ccc(Cl)cc1 (some centres not stated) | 1.2
CNC1=C(Cl)C(=O)c2ccncc2C1=O | 1.1
COc1ccccc1C(=O)Nc1nnc(-c2ccc(Cl)cc2)o1 | 1.1
Clc1ccc2c(c1)[C@H]1OCC[C@H]1[C@@H](c1ccco1)N2 | 1.4
Cc1ccc(Cl)c(Nc2ccccc2C(=O)O)c1Cl | 1.3
COC(=O)C1CCCN1C(C(=O)NC1CCCCC1)c1ccc(Cl)cc1 (configuration not stated) | 1.1
COc1ccccc1CNC(=O)c1nnc(Cc2ccc(Cl)cc2)o1 | 1
COc1ccc(NC(=O)C2CCN(S(=O)(=O)c3cccnc3)CC2)cc1Cl | 1.1

Compound activity from PubChem BioAssay.

This is a subset. The share of hits here may be higher or lower than overall.
